TbREL1 inh – TbREL1 RNA ligase inhibitors, primary screen, biochemical, FRET fluorescence; RNA-editing ligase 1, mitochondrial (Trypanosoma brucei brucei), P86926; TbREL1 RNA ligation; inhibition, % at 9.66 µM; 0.49% of 89,000 active; AID 1117264, 2014;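 active = inhibition above the mean inhibition across all screened compounds plus 3 SD, cut at about 11% in these data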;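 note: 0% = plate median of test wells and 100% = NSC42067 control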
Target sequence (P86926 whole entry, looked up): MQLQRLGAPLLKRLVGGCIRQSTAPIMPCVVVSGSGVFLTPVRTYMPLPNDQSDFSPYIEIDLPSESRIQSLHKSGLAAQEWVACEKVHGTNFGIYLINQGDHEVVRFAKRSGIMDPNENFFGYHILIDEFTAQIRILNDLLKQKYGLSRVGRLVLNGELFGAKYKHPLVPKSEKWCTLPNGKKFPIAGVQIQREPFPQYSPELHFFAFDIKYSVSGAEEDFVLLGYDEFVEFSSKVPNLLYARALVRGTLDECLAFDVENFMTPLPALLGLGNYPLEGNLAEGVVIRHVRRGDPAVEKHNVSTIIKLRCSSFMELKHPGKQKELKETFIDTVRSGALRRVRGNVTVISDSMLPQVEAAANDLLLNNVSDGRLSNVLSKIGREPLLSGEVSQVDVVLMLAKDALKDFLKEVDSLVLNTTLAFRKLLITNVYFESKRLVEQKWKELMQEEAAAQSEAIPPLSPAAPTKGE
* hit, by the source's call.

Preview, two compounds:
SMILES	TbREL1 inh
O=C(N/N=C/c1cccc([N+](=O)[O-])c1)C(=O)N1CCCCCC1	3
Cc1nn(C)cc1CN(C)C(=O)CCc1nnc(CCC2CCCCC2)o1	0

The whole of this part, previewed entries included:
SMILES	TbREL1 inh
O=C(N/N=C/c1cccc([N+](=O)[O-])c1)C(=O)N1CCCCCC1	3
Cc1nn(C)cc1CN(C)C(=O)CCc1nnc(CCC2CCCCC2)o1	0
C[C@H]1CN(CCc2ccccc2)C(=O)[C@@H]1CC(=O)NCc1ccccc1	-1
Cc1ccc(NC(=O)N2CCCC(c3nc(-c4ccc(F)cc4)no3)C2)cc1 (configuration not stated)	3
Cn1c(CC(=O)Nc2ccccc2Cl)nnc1SCC(=O)NC1CCCCC1	4
COc1cccc(C(=O)Nc2ncc3c(n2)CC(C)(C)CC3=O)c1	-1
Cc1ccc(NC(=O)OCCN2CCN(Cc3ccccc3)CCC2=O)cc1C	12*
O=C(COc1ccc(S(=O)(=O)Nc2ccc(Cl)cc2)cc1)N1CCOCC1	1
Cc1oc(-c2ccc(Cl)cc2)nc1CN1CCC(C(=O)N2CCN(Cc3ccccc3)CC2)CC1	-6
CC(C)c1ccc(S(=O)(=O)N2CCN(C(C)C(=O)NC3CCCC3)CC2)cc1 (configuration not stated)	0
CC(C)=CCN1CCN(Cc2cnc(-c3ccccc3)s2)CC1CCO (configuration not stated)	0
Cc1cc(C)c2nc(NC(=O)c3ccc([N+](=O)[O-])o3)sc2c1	2
Cc1ccc(C(C(=O)Nc2ccc(C(C)C)cc2)N(C)C(=O)c2ccc(=O)[nH]c2)cc1 (configuration not stated)	-5
COc1ccc(CN2CCN(C(=O)CCC(=O)c3ccc(C)s3)CC2)cc1OC	0
COc1ccc(C(c2nnnn2Cc2ccccc2)N2CCN(c3ccccc3)CC2)cc1 (configuration not stated)	-2

Arranged by the number under TbREL1 inh (smallest number first): 5 from the list above
SMILES	TbREL1 inh
Cc1ccc(C(C(=O)Nc2ccc(C(C)C)cc2)N(C)C(=O)c2ccc(=O)[nH]c2)cc1 (configuration not stated)	-5
COc1ccc(C(c2nnnn2Cc2ccccc2)N2CCN(c3ccccc3)CC2)cc1 (configuration not stated)	-2
C[C@H]1CN(CCc2ccccc2)C(=O)[C@@H]1CC(=O)NCc1ccccc1	-1
CC(C)c1ccc(S(=O)(=O)N2CCN(C(C)C(=O)NC3CCCC3)CC2)cc1 (configuration not stated)	0
Cc1ccc(NC(=O)N2CCCC(c3nc(-c4ccc(F)cc4)no3)C2)cc1 (configuration not stated)	3

Carrying on.
SMILES	TbREL1 inh
Cc1occc1-c1nnc(SCC(=O)Nc2ccccc2)n1CCc1ccccc1	-2
Cc1nc2cc(CO)ccc2n1C	6
COc1cc(C(C(=O)NC2CCCCC2)N(C(=O)c2snc(C(N)=O)c2N)c2ccc(C)cc2)ccc1O (configuration not stated)	-1
O=S(=O)(Nc1ccc2cn[nH]c2c1)c1ccc(C(F)(F)F)cc1	0
COc1ccc(CN2CCn3nc(C(=O)NC(C)C)cc3C2=O)cc1	-1
COc1ccc(Cl)cc1C(=O)CSc1nnnn1C	-1
COc1ccc(OC)c(C(=O)c2ccc(C(=O)N3CCN(Cc4csc(C)n4)CC3)cc2)c1	9
CCCCN(C)CCN1C(=O)C2C(C(=O)Nc3ccc(Cl)cc3)C3C=CC2(O3)C1C(=O)NC1CCCCC1 (configuration not stated)	-1
COc1ccc(CC(=O)O)cc1O	0
CC(C)CCNC(=O)C1CCN(c2cncnc2)CC1	-4
C=CCN(c1ccc(C(=O)Nc2ccc(NC(C)=O)cc2)cc1)S(C)(=O)=O	-4
CCc1ccc(-n2c(=O)c3ccccc3n(CC(=O)NCc3ccco3)c2=O)cc1	-3
Cc1cnn(C(=S)NCCc2ccccc2)c1	2
COc1ccccc1NS(=O)(=O)c1cc(NC(=O)C2=NNC(=O)CC2)ccc1C	-1
c1ccc(-c2noc(-c3cccc4ccccc34)n2)cc1	0
CC(C)(C)c1cnnn1-c1ccc(NC(=O)c2ccc3c(c2)OCO3)cc1	-1
Clc1ccccc1NN(Cc1ccccn1)c1ccccc1Cl	1
Cc1c(C(=O)O)sc(=S)n1-c1ccccc1	0
CCc1ccc2c(CN3CCc4cc(OC)c(OC)cc4C3)cc(=O)oc2c1	-2
CCCC[C@H]1C2CC(OC(=O)Nc3ccccc3OC)C(C2)[C@H]2CCCCN21 (some centres not stated)	5
Cc1ccc(-n2c(C)nc3ccsc3c2=O)cc1	5
COC(=O)[C@@]12CCCCC3=C1N(CCC3)C(=O)[C@H]2CC(=O)NCCC(C)C	-5
O=C(COC(=O)/C=C/c1ccc(Cl)cc1)NC(=O)NCc1ccccc1	4
CC(Cl)C(=O)N1CCC(C(=O)NC2CCCc3ccccc32)CC1 (configuration not stated)	0
COc1ccc(CC/C(=N\O)C2(O)CCCCC2)cc1	1
S=c1[nH]cc(Oc2ccc(Cl)cc2Cl)c(=S)[nH]1	-8
COCCNC(=O)c1ccccc1NC(=O)CN(c1ccc2c(c1)OCO2)S(C)(=O)=O	-3
Cc1cc(C)cc(C(=O)NC(=S)Nc2ccc(-c3cc4ccccc4oc3=O)cc2)c1	-1
C=CCN1C(=O)C(CC(=O)O)SC1=Nc1ccc(N=Nc2ccccc2)cc1 (configuration not stated)	-3
Cc1ccccc1C1CCC2(CC1)CCN(CC[C@@H](O)c1ccccc1)C2=O (some centres not stated)	-3
Cc1cccc(CNC(=O)C2CCC(=O)N(C3CCCCCC3)C2)c1 (configuration not stated)	-2
CCOC(=O)[C@H]1[C@H]2COc3ccc(C)cc3[C@@H]2N2C(=O)c3ccc(C)cc3NC(=O)[C@@]12C	-1
N#Cc1ccccc1NC(=S)Nc1ccc(F)cc1	3
CC1(C)C(=O)Nc2ccccc2N1C(=O)COC(=O)Cc1ccc(Cl)c(Cl)c1	-2
COc1cc(Br)c(Br)c(Br)c1N	2
CCOc1ccc2nc(-c3ccccc3)[nH]c2c1	-1
CCCCNC(=O)CCn1c(=O)c2ccccc2n(CC(=O)NCCc2ccc(OC)c(OC)c2)c1=O	2
Cn1c(N)c(C(=O)CSc2nnc(-c3c[nH]c4ccccc34)n2C2CC2)c(=O)[nH]c1=O	15*
O=C1CCC[C@@H]2Cc3nc4cc5c(cc4cc3[C@@H]3CCN1[C@H]23)OCO5	-3
Cc1cc(NC(=O)c2cnn3c(C(F)F)cc(C4CC4)nc23)no1	1
CCOc1ccccc1NC(=O)CSCC(=O)Nc1ccccc1	0
O=C(Nc1ccccc1)NC1(C(=O)NCc2ccc3c(c2)OCO3)CCCCC1	2
COc1cc(-c2nnc(-c3ccncc3)o2)ccc1OCc1ccccc1	7
COc1ccc([C@H]2/C=C\CN(C(=O)c3ccc(C)cc3)[C@@H](C)C(=O)N2Cc2ccc(F)cc2)cc1	-2
CC12CCC(C(=O)N(CC(O)CN3CCN(Cc4ccccc4)CC3)C1=O)C2(C)C (configuration not stated)	-1

Ordered by length of the SMILES (lowest first): three of the compounds above
SMILES	TbREL1 inh
CCOc1ccc2nc(-c3ccccc3)[nH]c2c1	-1
CC1(C)C(=O)Nc2ccccc2N1C(=O)COC(=O)Cc1ccc(Cl)c(Cl)c1	-2
COc1ccc([C@H]2/C=C\CN(C(=O)c3ccc(C)cc3)[C@@H](C)C(=O)N2Cc2ccc(F)cc2)cc1	-2

Two entries from above in a different format.
Cc1cccc(CNC(=O)C2CCC(=O)N(C3CCCCCC3)C2)c1 (configuration not stated)
  TbREL1 inh: -2
CCOC(=O)[C@H]1[C@H]2COc3ccc(C)cc3[C@@H]2N2C(=O)c3ccc(C)cc3NC(=O)[C@@]12C
  TbREL1 inh: -1

Carrying on:
SMILES	TbREL1 inh
COc1ccc(OCC(=O)O/N=C(\N)c2ccc(OC)cc2)cc1	1
O=C(O)CCCNC(=O)Nc1ccccc1	1
CCC(c1nnnn1Cc1ccccc1)N1CCN(C(=O)c2ccco2)CC1 (configuration not stated)	-2
NS(=O)(=O)c1ccc(NC(=O)Nc2ccc(S(N)(=O)=O)cc2)cc1	1
CCC(NC(=O)CN1CCN(c2cccc(OC)c2)CC1)c1ccccc1 (configuration not stated)	-4
Cc1ccc(-c2cn(CCC(=O)O)c(-c3ccc(Cl)nc3)n2)cc1	-1
CC(C)CCN1CCN=C1Nc1ccccc1	2
O=C(Nc1cccc2ccccc12)N1N=CCC1c1ccccc1 (configuration not stated)	4
CC(=O)Nc1ccc(N(C(=O)c2cnccn2)C(C(=O)NC2CCCCC2)c2ccc(O)cc2)cc1 (configuration not stated)	-3
O=c1cc(CO)occ1OCc1cccc(F)c1	-1
Cc1nn(CCc2n[nH]c(=S)n2-c2ccc(F)cc2)c(C)c1[N+](=O)[O-]	-5
CC(NCc1ccc(F)cc1)C(=O)NC1CCCCC1 (configuration not stated)	4
Cc1ccc(C(=O)C2C(=O)c3ccccc3C2=O)cc1	3
CCCCN(C(=O)COC(=O)c1ccccc1)c1c(N)n(CCC)c(=O)[nH]c1=O	6
CCCCc1c(O)nc(SCC(=O)N2CCOCC2)n(-c2ccc(OC)cc2)c1=O	-9
COc1ccc(CCNS(=O)(=O)c2ccc3c(c2)NC(=O)CO3)cc1OC	-2
CC(C)(C)NC(=S)N1CCC2CC1c1cc(-c3ccc4c(c3)OCO4)ccc12 (configuration not stated)	5
Cc1nnc2n1N=C(c1ccc(OC(F)F)cc1)C(C)S2 (configuration not stated)	-3
Cc1ccc(/C=C/c2nc3sc(C(=O)O)c(C)c3c(=O)[nH]2)cc1[N+](=O)[O-]	6
CCc1ccc2nc(NC(=O)CCCc3cccs3)sc2c1	4
CCCCC(=O)NNC(=S)NC(=O)c1ccc([N+](=O)[O-])cc1	-2
CCCOC(=O)CSC1=C(C#N)C(c2ccc3c(c2)OCO3)CC(=O)N1 (configuration not stated)	-4
CCOC(=O)/C(C#N)=C/c1cn(CCC(=O)O)nc1-c1cccc(Cl)c1	-3
COc1ccc(-c2nc3c(C)cc(Br)cn3c2Cc2cccc(F)c2)cc1OC	2
Cc1ccsc1C(=O)OCC(=O)N1CCOCC1	0
COc1ccc(C(=O)Nc2cccc(/C(C)=N\NC(=O)c3ccoc3C)c2)cc1OC	2
O=c1oc2cc(Oc3ccc(C(F)(F)F)cc3[N+](=O)[O-])ccc2c2c1CCCC2	4
O=C(Nc1ccc2c(c1)OCCO2)C1CCCN(S(=O)(=O)Cc2ccccc2)C1 (configuration not stated)	1
COc1ccc2c(c1)nc(SCC(O)c1ccccc1)n2C (configuration not stated)	0
O=c1cc2c(nn1Cc1ccccc1)-c1ccccc1CC2	0
Cc1cc(C[n+]2cc(Cl)ccc2N)c2ncccc2c1	1
COc1c(C(=O)NCCSC(C)(C)C)ccc2ccccc12	-1
Cc1ccc(NC(=O)COc2ccc(N(C)S(=O)(=O)c3ccc(F)cc3)cc2)cc1	-1
Cc1nc2ccc(NC(=O)c3cnc(Cl)c(Cl)c3)cc2s1	-1
CC(C)Sc1nc(N)nc(-c2cccs2)c1C#N	4
COC(=O)CCC(=O)N(CCN(C(=O)CCC(=O)OC)c1ccccc1)c1ccccc1	-4
O=C(c1ccc(Cl)c(S(=O)(=O)N2CCCCCC2)c1)N1CCCCC1	1
CC12CCCCC1c1ccccc1C(=NCC(=O)O)N2 (configuration not stated)	0
Cn1cccc1Cc1nnc(SCC(=O)Nc2ccc3c(c2)OCCO3)n1CCc1ccccc1	-6
O=C1c2ccccc2C(=O)N1CSc1nnnn1-c1ccccc1	-1
S=c1[nH]nc(-c2n[nH]c3c2CCC3)n1N=Cc1ccco1	-6
c1ccc(OCc2noc(CN3CC[C@@H]4CCCC[C@H]4C3)n2)cc1	-2
CCC(N=c1cc(-c2ccc(OC)cc2)oc2ccc(C)cc12)C(=O)O (configuration not stated)	3
CC(C)(C)c1ccc(C(=O)NCCNC(=O)c2ccco2)cc1	1
CCC(Cc1ccccc1)NC(=O)C1CC1 (configuration not stated)	-1
COc1cc(/C=C(\C#N)c2ccccn2)ccc1OCC(=O)Nc1c(Cl)cccc1Cl	-1
O=C(NCc1ccccc1Cl)c1ccc(CS(=O)(=O)c2ccccc2)o1	0
CCOC1=C2CN(S(=O)(=O)c3ccc(C)cc3)[C@H](c3ccccc3)C[C@@H]2N(S(C)(=O)=O)[C@H](c2ccccc2)C1	4
Cc1ccc(CNC(=O)CN(C(=O)C2(C)CC(=O)N=C3C=CC=CN32)c2ccccc2)cc1 (configuration not stated)	5
CC(=O)Nc1ccc(S(=O)(=O)Nc2nc3ccccc3nc2-n2ccc(=NC(=O)c3ccccc3)cc2)cc1	-1
ClCC1NCC(c2ccccc2Cl)c2c1[nH]c1ccccc21 (configuration not stated)	-2
COc1ccc2[nH]c(C)c(CCNc3ccc(C(F)(F)F)cc3[N+](=O)[O-])c2c1	0
O=C(NCc1ccccc1Cl)C1CCCN(S(=O)(=O)c2cccc3nonc23)C1 (configuration not stated)	2
Cc1sc2ncnc(N3CCN(C(=O)c4ccco4)CC3)c2c1C	6
CCC/C(C)=N\Nc1nc2c(c(=O)n(C)c(=O)n2C)n1C	-3
Cc1ccc(-c2[nH]ncc2CNCCc2cnn(-c3ccccc3)c2)cc1C	4
Cc1cccc(N(CC(=O)N=Nc2c(O)[nH]c3ccccc23)S(C)(=O)=O)c1C	0
O=C(NCCc1ccc(Cl)cc1)C1CC(=O)N(C2CCCCC2)C1 (configuration not stated)	0
COc1cc(Cl)c(C)cc1NC(=O)CN1CCCCCC1	0
Oc1cccc(/C=N/Nc2cccc3cccnc23)c1	-3
Additional results
SMILES	TbREL1 inh
CC(=O)n1c2ccccc2c2nc(NC(C)C)sc21	3
CCCc1ccc(C(=O)CCC(=O)O)cc1	-4
O=C(NC1CC1)C1CCN(c2ncnc3c2sc2cccc(F)c23)CC1	-4
COc1ccc(CNc2ncnc3cc(Cl)ccc23)cc1OC	-1
Cc1ccccc1C(=O)NCCNc1ccc([N+](=O)[O-])cc1	11
Cc1ccc(S(=O)(=O)Nc2cccc(C(=O)N3CCN(c4ccccc4O)CC3)c2)cc1F	-5
Cc1ccc(Oc2cc(NC(=O)CCCn3nc([N+](=O)[O-])cc3C)cc([N+](=O)[O-])c2)cc1	-2
Cc1ccccc1NC(=O)c1ccccn1	1
CC(C)(C)NC(=O)NC(=O)CN1C(=O)NC(C)(c2ccccc2)C1=O (configuration not stated)	1
Cc1ccccc1-c1cnc(C(O)c2ccc(F)c(F)c2)[nH]1 (configuration not stated)	0
C(=N\Nc1ccc(-n2ccnc2)nn1)/c1ccccc1	8

This is a subset; the hit share may differ from the screen's.
